# Assay outcomes as filed in PubChem BioAssay.
# CHO-K1 Ca antag: nonselective inhibitor or artifact in parental CHO-K1 cells. ATP-induced calcium, Fluo-8 fluorescence. inhibition, % at 3 µM. 360,000 compounds, 0.6% hits;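 active = inhibition above a per-plate cutoff, the plate's mean sample inhibition plus 3 SD, cut at about 24% in these data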;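 also: 0% = DMSO plus EC80 ATP and 100% = DMSO alone without ATP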
# TAAR1 antag: human TAAR1 antagonists, primary screen, Fluo-8 calcium fluorescence, CHO RD-HGA16 cells; Trace amine-associated receptor 1 (Homo sapiens), Q96RJ0; antagonist; inhibition, % at 3 µM; 360,000 compounds, 1.5% hits;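 active = inhibition above a per-plate cutoff, the mean inhibition of test compounds on that plate plus 3 SD, cut at about 49% in these data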;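 also: 0% = DMSO plus EC80 beta-PEA response and 100% = DMSO alone without agonist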
# Target sequence (Q96RJ0 whole entry, looked up): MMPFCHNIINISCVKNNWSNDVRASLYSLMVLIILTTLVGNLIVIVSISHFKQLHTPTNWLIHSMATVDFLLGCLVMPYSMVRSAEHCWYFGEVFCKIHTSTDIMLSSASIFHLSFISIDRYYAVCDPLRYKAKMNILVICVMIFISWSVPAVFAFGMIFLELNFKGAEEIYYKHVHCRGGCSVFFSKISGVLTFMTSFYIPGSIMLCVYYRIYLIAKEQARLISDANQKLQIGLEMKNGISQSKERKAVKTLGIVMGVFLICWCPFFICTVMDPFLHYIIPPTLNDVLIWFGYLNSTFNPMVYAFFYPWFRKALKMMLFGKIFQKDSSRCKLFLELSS
#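 test system = CHO RD-HGA16 cells bearing hTAAR1 | replication = singlicate | controls = DMSO-only wells and EC80 β-PEA-stimulated wells | reagent = EC80 β-phenethylamine stimulus | read-out basis = percent inhibition of PEA-evoked calcium signal, max/basal emission ratio | schedule = seeding 17-24 h prior, 75-min 37 °C, 30-min RT dye loading | signal = kinetic Fluo-8 calcium fluorescence measurement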
# CHO-K1 Ca ag: counter-screen for M1 agonists: effect in parental CHO-K1 cells | 360,000 compounds, 0.48% hits | activation, % at 3 µM | Fluo-8 calcium fluorescence; scaled to maximal ATP response, vehicle zero; in the data active = activation above about 15%;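 also: untransfected CHO-K1 host cells lacking M1 receptor as counterscreen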
# M1 PAM parental: nonselective calcium activators in parental CHO-K1 cells, primary screen, counter-screen for M1 PAM project, cell-based, Fluo-8 calcium fluorescence, full deck, 1536-well. ATP EC20; 0% at ATP EC20, 100% at ATP max. activation, % at 3 µM. 360,000 compounds, 0.02% hits. AID 602247, 2012;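 active = activation above the run cutoff, the mean activation of all test compounds plus 3 SD, cut at about 40% in these data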;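 also: peak over basal fluorescence ratio in a 140 s read after ATP addition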
# CHO parental Ca: ATP-evoked calcium signal inhibitors, parental CHO, primary screen, counter-screen for OX1R antagonist project, cell-based, fluorescence, Fluo-8 calcium dye. parental CHO-K1, ATP-induced calcium, Fluo-8 fluorescence. inhibition, % at 5.6 µM. 330,000 compounds, 0.63% hits. AID 463079, 2010;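 active = inhibition above that plate's mean sample inhibition plus 3 SD, cut at about 26% in these data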;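 also: 0% = ATP-challenged DMSO wells and 100% = DMSO wells without ATP; some compounds past the cut are filed as inactive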
#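 test system = CHO parental line | reagent = ATP stimulus | measured by = intracellular calcium via Fluo-8 no-wash fluorescent dye | control set = ATP and no-ATP DMSO wells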
# M1 ag: human M1 muscarinic receptor agonists, primary screen, Fluo-8 calcium fluorescence, CHO-K1 cells, HTS. Muscarinic acetylcholine receptor M1 (Homo sapiens), P11229. CHO-K1 hM1, agonist mode; 0% DMSO, 100% acetylcholine EC100. activation, % at 3 µM. 360,000 compounds, 0.33% hits. AID 588814, 2011;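 active = activation above the run's mean compound activation plus 3 SD, cut at about 16% in these data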;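 also: peak over basal fluorescence ratio within a 140 s kinetic read after compound addition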
# Target sequence (P11229 whole entry, looked up): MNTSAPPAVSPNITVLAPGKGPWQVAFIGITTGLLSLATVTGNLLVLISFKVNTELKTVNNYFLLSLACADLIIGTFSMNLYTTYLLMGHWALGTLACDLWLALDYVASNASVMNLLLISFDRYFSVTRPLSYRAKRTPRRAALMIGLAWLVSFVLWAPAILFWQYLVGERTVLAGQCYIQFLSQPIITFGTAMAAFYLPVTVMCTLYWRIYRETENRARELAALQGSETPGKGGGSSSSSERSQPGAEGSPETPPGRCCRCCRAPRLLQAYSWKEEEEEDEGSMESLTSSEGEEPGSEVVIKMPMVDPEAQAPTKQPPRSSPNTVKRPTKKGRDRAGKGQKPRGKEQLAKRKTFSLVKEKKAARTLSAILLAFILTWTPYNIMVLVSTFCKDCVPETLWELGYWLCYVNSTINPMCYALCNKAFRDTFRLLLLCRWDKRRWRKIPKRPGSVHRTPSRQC
# V1aR counter: agonists of human V1a receptor, primary screen, counter-screen for OXTR agonist project, fluorescence, CHO-V1R cells; Fluo-8 calcium fluorescence, agonist mode; 0% DMSO, 100% 3 nM vasopressin; activation, % at 3 µM; 320,000 compounds, 0.25% hits; AID 2797, 2010;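 active = activation above the mean activation of all tested compounds plus 3 SD, per screening run, cut at about 20% in these data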;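 also: signal is peak over basal fluorescence ratio across a 100 second FLIPR read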
# OXTR potentiate: human OXTR potentiators, primary screen, fluorescence, CHO-OTR cells, Fluo-8 calcium | Oxytocin receptor (Homo sapiens), P30559 | Fluo-8 calcium fluorescence, potentiator mode; 0% = oxytocin EC15, 100% = EC100 | activation, % at 3 µM | 320,000 compounds, 0.061% hits | AID 2445, 2010;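 active = activation above that plate's cutoff, the mean activation of tested compounds plus 3 SD, cut at about 6.6% in these data, passing the limit was not always enough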;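 also: 100% uses oxytocin at 75 nM as the full agonist control; some results filed as inactive read as strong as hits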
#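 Measured by – Fluo-8 calcium dye fluorescence · Test system – human OTR in CHO cells · Dosing – one concentration, 3.0 µM compound · Controls – EC15 oxytocin alone as 0%, 75 nM oxytocin as 100% · Evaluation – normalized max/min fluorescence ratio, % activation · Timing – 6 min pre-incubation, 100 s read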
# TAAR1 agonist: human TAAR1 agonists, primary screen, Fluo-8 calcium fluorescence, CHO RD-HGA16 cells | vehicle wells 0%, saturating PEA agonist 100% | activation, % at 3 µM | 360,000 compounds, 0.99% hits;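 active = activation above the mean activation of all test compounds in the run plus 3 SD, cut at about 38% in these data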
#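 Test system: RD-HGA16 (CHO) cells co-expressing Gα16 and hTAAR1 | Doses: Single dose, 3 µM | Schedule: 17-24 h seeding, 75 min 37 °C dye, 30 min RT | Evaluation: % activation from peak over basal fluorescence ratio, DMSO-to-PEA scaled | Technique: Kinetic Fluo-8 calcium fluorescence | Benchmarks: Low control DMSO, high control PEA (EC100)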
# * hit, by the source's call; . = not tested or not shown. Random draw from the library. Share with any hit: about 3.3%.
compound	OXTR potentiate	M1 ag	M1 PAM parental	CHO-K1 Ca antag	TAAR1 antag	CHO parental Ca	TAAR1 agonist	V1aR counter	CHO-K1 Ca ag
COc1ccccc1OCCCCOc1ccccc1F	-1.1	-6.1	6.5	-4.4	4.9	-21.7	4.4	-0.2	-0.7
Cc1cc(C(=O)NP(=O)(N2CC(C)OC(C)C2)N2CC(C)OC(C)C2)c(C)n1C1CC1 (centres undefined)	-2.0	-6.0	22.4	-5.0	4.9	-7.5	37.3	-0.5	0.5
CCC(C)NC(=O)c1oc2ccc(S(=O)(=O)N3CCC4(CC3)OCCO4)cc2c1C (centres undefined)	-4.5	-1.3	4.0	-14.8	27.1	-17.6	6.8	3.6	8.1
CCCCN1C(=O)c2ccc(C(=O)NCCN3C(=O)S/C(=C\c4cccnc4)C3=O)cc2C1=O	-2.8	-2.5	7.6	12.0	-1.5	-22.6	0.8	1.1	0.4
O=C(CP(=O)(c1ccccc1)c1ccccc1)N/N=C/c1cc(Br)cc(Br)c1O	-10.2	-6.7	11.0	-0.3	-4.4	-6.3	-1.1	-0.3	1.4
O=C(NNC(=O)c1ccc2c(c1)OCO2)NC12CC3CC(CC(C3)C1)C2	-8.3	-2.6	-11.6	15.6	-7.3	-7.6	1.4	0.0	0.1
O=C(c1ccc(S(=O)(=O)c2cccc(Cl)c2)c([N+](=O)[O-])c1)N1CCN(c2ccccn2)CC1	-10.2	0.0	-10.0	26.2*	-1.8	33.5*	9.9	9.0	16.1*
CS(=O)(=O)Nc1ccc(-c2ccc3nccn3c2)cc1	.	1.0	3.9	9.2	1.0	.	2.3	.	-0.4
CC(C)CC(=O)NC(=S)Nc1ccc(NC(=O)c2ccco2)cc1	-7.0	-1.7	23.7	-11.4	-3.1	-1.2	3.5	6.4	4.9
C=CCOC(=O)C1=C(C)NC(=O)NC1/C=C/c1ccccc1OC (centres undefined)	1.6	-3.3	12.0	-3.2	-12.5	-7.4	5.6	-0.6	0.4
Cc1ccccc1N(C(=O)CCCC(=O)Nc1ccccn1)C(C(=O)NC1CCCC1)c1ccc(O)cc1 (centres undefined)	4.0	-8.1	16.6	-16.9	-3.4	-15.9	3.7	-1.0	0.8
COc1ccc(C(=O)NCc2nnc(SCCOc3ccccc3)n2C)cc1	-0.6	-4.6	5.6	-20.8	-20.7	-13.2	4.5	-0.3	0.2
CC(=O)C1=CCC(c2ccc(Br)cc2)N(S(=O)(=O)c2ccc(C)cc2)C1 (centres undefined)	.	-8.7	11.0	12.8	34.5	.	0.0	.	3.6
CS(=O)(=O)N(CC(=O)Nc1ccc2c(c1)OCCO2)c1ccc2c(c1)OCO2	-10.9	-1.4	11.0	-4.7	7.6	-15.6	6.3	0.9	0.3
Cn1c(=O)c2c(nc(N3CCOCC3)n2CCc2ccccc2)n(C)c1=O	2.8	-0.5	9.8	-11.8	1.9	4.7	9.9	0.1	0.5
CCOC(=O)N1CCc2c(sc3ncn(C)c(=O)c23)C1	-9.1	-1.9	7.0	-4.0	-1.9	-5.4	3.9	-0.7	0.3
CCCn1cc(CN2CCC(n3nccc3NC(=O)CCOc3ccccc3)CC2)c(C)n1	7.6	-4.0	8.9	-5.1	-19.7	-10.2	1.8	-0.4	-0.2
COc1ccc(NS(=O)(=O)c2ccc3c(c2)NC(=O)CO3)c(OC)c1	3.1	-0.5	12.3	-17.7	-21.2	-2.6	5.0	2.9	2.8
CSCC[C@H]1COC[C@@H](Cc2ccccc2)N1c1ccccc1	.	-3.5	17.8	-6.3	-12.2	.	1.3	.	0.1
O=C(O)c1ccn2c(C(=O)c3ccccc3)c(-c3ccccc3)cc2c1	-4.0	-3.7	13.4	-6.8	-11.6	-10.7	-0.4	0.6	1.3
CC1CC(C)CN(CCCNC(=O)c2ccc3c(c2)ncn3C2CCCC2)C1 (centres undefined)	-1.2	-6.0	-1.1	-0.5	-17.3	-4.3	0.3	0.7	0.0
Cc1cc(C)n2nc(SCC(=O)N/N=C/c3ccccn3)nc2n1	-0.1	-8.5	22.4	-5.4	-9.9	-1.7	1.4	1.0	0.5
Nc1c(-c2ccc(Cl)cc2)cnn1-c1cccc([N+](=O)[O-])c1	-4.6	-4.9	4.0	1.6	8.1	0.4	19.5	0.4	1.1
N#Cc1nc(-c2ccc(OCc3ccccc3)cc2)oc1N1CCOCC1	0.7	-2.0	18.6	-30.4	2.6	-11.0	4.6	0.8	0.5
O=C(COC(=O)COc1ccc(Cl)cc1)NCCCc1ccccc1	-4.0	-4.0	6.2	-15.8	21.0	-2.2	-2.5	1.6	0.5

# In another format: 2 of the compounds above.
Compound: CSCC[C@H]1COC[C@@H](Cc2ccccc2)N1c1ccccc1
  OXTR potentiate: . | M1 ag: -3.5 | M1 PAM parental: 17.8 | CHO-K1 Ca antag: -6.3 | TAAR1 antag: -12.2 | CHO parental Ca: . | TAAR1 agonist: 1.3 | V1aR counter: . | CHO-K1 Ca ag: 0.1
Compound: N#Cc1nc(-c2ccc(OCc3ccccc3)cc2)oc1N1CCOCC1
  OXTR potentiate: 0.7 | M1 ag: -2.0 | M1 PAM parental: 18.6 | CHO-K1 Ca antag: -30.4 | TAAR1 antag: 2.6 | CHO parental Ca: -11.0 | TAAR1 agonist: 4.6 | V1aR counter: 0.8 | CHO-K1 Ca ag: 0.5

# Later entries
compound	OXTR potentiate	M1 ag	M1 PAM parental	CHO-K1 Ca antag	TAAR1 antag	CHO parental Ca	TAAR1 agonist	V1aR counter	CHO-K1 Ca ag
COc1ccccc1C/C(N)=N/OC(=O)c1ccc(C)c([N+](=O)[O-])c1	-4.4	-5.8	11.8	-14.3	-17.0	-17.1	28.1	-0.3	0.6
O=C(Nc1ccc(N2CCOCC2)c(Cl)c1)c1ccccc1F	-6.2	-5.3	-10.9	16.9	-15.2	-4.3	2.1	0.3	0.5
CCc1cc(=O)[nH]c(SCC(=O)Nc2ccc3c(c2)OCCO3)n1	-3.8	-1.5	12.6	4.6	-6.8	-9.2	0.8	0.5	-0.1
O=[N+]([O-])c1cc(C(F)(F)F)ccc1N1CCN(S(=O)(=O)c2ccc3ccccc3c2)CC1	-2.8	9.9	1.7	5.0	-16.4	-4.6	-1.5	1.5	-0.3
O=C(Nc1ccc2c(c1)OCO2)[C@@H]1[C@@H]2C(=O)N(C3CCCCC3)C(=O)[C@@H]2C2c3ccccc3C=CN21 (some centres undefined)	0.4	.	.	.	6.3	-23.4	-0.2	-0.7	.
O=C(NNS(=O)(=O)c1ccc(Br)cc1)c1ccccc1-n1cccc1	-5.1	-1.4	-1.2	1.7	6.8	0.4	-0.2	1.6	-0.4
O=C(c1cc2ccccc2oc1=O)N(Cc1cccs1)CC1CCCO1 (centres undefined)	-9.2	-2.2	21.2	-10.5	-1.6	-12.6	6.2	0.0	1.3
CCOC(=O)c1ccc(COC(=O)c2cc(=O)[nH]c3ccccc23)o1	-4.2	-3.4	-1.0	-4.7	12.6	-19.0	8.7	-0.8	2.6
Cc1ccc(S(=O)(=O)CC(=O)c2ccc3c(c2)OCCO3)cc1	-9.8	-2.8	17.3	-5.6	-23.9	-8.8	8.1	3.1	1.2
CC(C)Oc1ccc2ccccc2c1CNC[C@H]1O[C@@H](n2ccc(=O)[nH]c2=O)[C@H](O)[C@@H]1O	.	-0.2	31.5	-21.2	-0.5	.	-0.3	.	1.6
CCOC(=O)C1=CC[C@H]2c3c(c4ccccc4n3C)C[C@H]1N2C	-5.2	-0.5	12.8	-14.0	7.0	-11.8	4.1	1.2	0.9
NC(=O)c1ccc(NCCCN2CCOCC2)c([N+](=O)[O-])c1	-1.3	-9.7	24.2	-2.2	-1.3	1.7	1.2	0.9	1.4
CCN(CC)C(=O)CSc1nc(OC)cc(=O)[nH]1	-0.8	-6.7	15.8	-3.1	0.7	-7.6	1.5	-0.2	0.4
O=C(COC(=O)/C=C/c1cccc(F)c1)Nc1ccc2[nH]c(=O)[nH]c2c1	-11.9	5.2	-12.8	-8.6	-7.2	2.7	3.3	1.3	2.1
Cc1cc(-c2nnc(SCc3ccccn3)o2)no1	-1.9	-4.1	0.4	-10.3	-32.8	-3.2	11.4	0.6	0.2

# Of the compounds above, these have an aryl methoxy group:
compound	OXTR potentiate	M1 ag	M1 PAM parental	CHO-K1 Ca antag	TAAR1 antag	CHO parental Ca	TAAR1 agonist	V1aR counter	CHO-K1 Ca ag
COc1ccccc1OCCCCOc1ccccc1F	-1.1	-6.1	6.5	-4.4	4.9	-21.7	4.4	-0.2	-0.7
C=CCOC(=O)C1=C(C)NC(=O)NC1/C=C/c1ccccc1OC (centres undefined)	1.6	-3.3	12.0	-3.2	-12.5	-7.4	5.6	-0.6	0.4
COc1ccc(C(=O)NCc2nnc(SCCOc3ccccc3)n2C)cc1	-0.6	-4.6	5.6	-20.8	-20.7	-13.2	4.5	-0.3	0.2
COc1ccc(NS(=O)(=O)c2ccc3c(c2)NC(=O)CO3)c(OC)c1	3.1	-0.5	12.3	-17.7	-21.2	-2.6	5.0	2.9	2.8
COc1ccccc1C/C(N)=N/OC(=O)c1ccc(C)c([N+](=O)[O-])c1	-4.4	-5.8	11.8	-14.3	-17.0	-17.1	28.1	-0.3	0.6
CCN(CC)C(=O)CSc1nc(OC)cc(=O)[nH]1	-0.8	-6.7	15.8	-3.1	0.7	-7.6	1.5	-0.2	0.4
